# Bioassay records (PubChem)
# C8 TRAIL sens = caspase-8 TRAIL sensitization; 360,000 compounds, 1% hits; NB7+C8 cells + TRAIL, ATPlite viability luminescence; inhibition (viability loss, TRAIL sensitization), % at 10 µM; AID 624354;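 active means compounds causing at least 50% loss of cell viability in the single-dose screen, relative to plate controls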
# NCOA1 inh = inhibitors of human steroid receptor coactivator 1 (SRC1); Q15788; HEK293 GAL4-SRC1 luciferase reporter, luminescence; inhibition, % at 3.6 µM; 360,000 compounds, 0.12% hits; AID 588354;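 active means inhibition above the campaign mean plus 3 SD, with each screening campaign given its own cutoff, cut at about 60% in these data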;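 further: 0% = DMSO treated cells and 100% = gossypol at 36 µM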
# TLR9-MyD88 block = blocks human TLR9 binding to MyD88 | Q9NR96+Q99836 | CHO BLA complementation TLR9-MyD88, CCF4 FRET ratio | inhibition, % at 4.98 µM | 340,000 compounds, 0.21% hits | AID 504734;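 active means inhibition above the mean over all tested compounds plus 3 SD, cut at about 21% in these data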;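 further: 0% = DMSO only wells and 100% = clavulanate BLA inhibitor control wells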
# SRC2 inh = human SRC2 (NCOA2) inhibition; HEK293 GAL4-SRC2 luciferase reporter, luminescence; 370,000 compounds, 0.17% hits; inhibition, % at 9 µM; Q15596;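 active means inhibition above the mean inhibition of all tested compounds plus 3 SD, set per campaign, cut at about 52% in these data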;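 further: 0% = DMSO treated cells and 100% = cells given Gossypol at 36 µM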
# NOD2 RIPK2 PPI = inhibitors of human NOD2-RIPK2 interaction | O43353 | CHO BLA complementation NOD2-RIPK2, CCF4 ratio | inhibition, % at 4.98 µM | 360,000 compounds, 0.38% hits | AID 624267; in the data active means inhibition above about 21%;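 further: 0% = vehicle only and 100% = reference blocker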
# Target sequence (O43353 whole entry, looked up): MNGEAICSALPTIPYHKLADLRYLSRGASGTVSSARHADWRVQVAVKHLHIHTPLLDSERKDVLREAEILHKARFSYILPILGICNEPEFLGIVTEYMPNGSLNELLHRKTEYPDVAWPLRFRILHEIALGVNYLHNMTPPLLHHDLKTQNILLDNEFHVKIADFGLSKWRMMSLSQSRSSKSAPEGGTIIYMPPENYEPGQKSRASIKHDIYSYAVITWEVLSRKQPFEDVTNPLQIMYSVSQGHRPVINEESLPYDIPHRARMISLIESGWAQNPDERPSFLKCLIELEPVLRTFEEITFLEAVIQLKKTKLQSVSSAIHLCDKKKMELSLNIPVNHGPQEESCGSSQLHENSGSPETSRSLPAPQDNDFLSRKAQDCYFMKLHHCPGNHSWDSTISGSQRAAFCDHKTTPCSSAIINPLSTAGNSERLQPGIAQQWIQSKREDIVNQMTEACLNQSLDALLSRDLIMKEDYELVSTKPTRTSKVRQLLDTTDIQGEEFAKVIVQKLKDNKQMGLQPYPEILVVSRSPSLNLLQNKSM
# EBV LMP1 NFkB = inhibitors of Epstein-Barr LMP1-induced NF-kappaB reporter; LMP1-induced NF-kappaB luciferase reporter cells, luminescence; inhibition, % at 12.5 µM; 350,000 compounds, 0.69% hits; AID 504558; in the data active means inhibition above about 41%; inconclusive means no clear call, values can overlap the other calls;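 further: 0% = neutral control wells and 100% = reference inhibitor control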
# NR2F2 inh = blocks human COUP-TFII nuclear receptor | P24468 | HEK293T NGFI-A luciferase reporter, luminescence | inhibition, % at 8.6 µM | 370,000 compounds, 0.7% hits;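 active means inhibition above a per-plate cutoff, mean inhibition of test wells between control levels plus 3 SD, cut at about 38% in these data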;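 further: cells cotransfected with COUP-TFII expression vector driving the NGFI-A reporter; 0% = median of COUP-TF2 test wells and 100% = reporter-only cells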
# Target sequence (P24468 whole entry, looked up): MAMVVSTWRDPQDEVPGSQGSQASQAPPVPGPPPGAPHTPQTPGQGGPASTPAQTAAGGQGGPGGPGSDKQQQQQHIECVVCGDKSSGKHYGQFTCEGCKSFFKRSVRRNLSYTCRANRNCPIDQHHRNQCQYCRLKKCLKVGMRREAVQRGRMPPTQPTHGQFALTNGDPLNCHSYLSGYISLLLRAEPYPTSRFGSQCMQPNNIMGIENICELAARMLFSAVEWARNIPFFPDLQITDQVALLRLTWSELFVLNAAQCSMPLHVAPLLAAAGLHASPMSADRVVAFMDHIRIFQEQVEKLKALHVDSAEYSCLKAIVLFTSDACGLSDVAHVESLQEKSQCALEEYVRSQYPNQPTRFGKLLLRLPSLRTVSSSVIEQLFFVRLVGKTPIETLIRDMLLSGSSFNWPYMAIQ
# Vif imaging = inhibitors of HIV Vif; 340,000 compounds, 0.35% hits; inhibition, % at 7.49 µM; HEK293T cells, Vif self-association by quenched fluorescence, imaging, 24 h; in the data active means inhibition above about 50%, passing the limit was not always enough; inconclusive means no clear call, values can overlap the other calls; inactive means below about 31%; further: some results filed as inactive read as strong as hits
# TROY signal inh = blocks TROY-dependent signaling in reporter cells; Q293 LMP1-TROYcd NF-kB luciferase reporter, 4 h; inhibition, % at 10 µM; 360,000 compounds, 0.98% hits; AID 1347056;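 active means compounds whose plate-normalised and pattern-corrected inhibition of the luciferase reporter signal at the single screening dose is 50% or more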
# LRH-1 inv ag = inverse agonists of human LRH-1 (NR5A2) | O00482 | HEK293T StAR-luciferase reporter, LRH-1 transfected, 24 h | inhibition, % at 3.6 µM | 360,000 compounds, 0.13% hits | AID 602396;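 active means inhibition above the mean inhibition of all tested compounds plus 3 SD, cut at about 73% in these data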;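 further: 0% = DMSO wells and 100% = reporter-only cells lacking LRH-1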
# NCOA3 inh = inhibits human SRC3 coactivator; inhibition, % at 3.6 µM; Q9Y6Q9; 360,000 compounds, 0.17% hits; HEK293 GAL4-SRC3 luciferase reporter, luminescence;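 active means inhibition above a per-campaign cutoff, the mean of all compounds plus 3 SD, cut at about 60% in these data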;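 further: 0% = DMSO-treated cells and 100% = gossypol-treated cells at 36 µM; higher means less SRC3-driven luciferase light from the GAL4 reporter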
# * = called active by the depositor; ? = inconclusive; / = not tested or not shown; & = joins results of further samples. These rows are one share of the data; count on the stated rates, not on these rows.
SMILES,C8 TRAIL sens,NCOA1 inh,TLR9-MyD88 block,SRC2 inh,NOD2 RIPK2 PPI,EBV LMP1 NFkB,NR2F2 inh,Vif imaging,TROY signal inh,LRH-1 inv ag,NCOA3 inh
Cc1ccnc(NS(=O)(=O)c2ccc(NS(=O)(=O)c3ccc(Br)cc3)cc2)n1,18,13,-5,-2,-12,-4,-5,0,-15,13,-8
COc1ccc(/C=C2\SC(=S)N(CCCC(=O)Nc3ccc(C(=O)O)cc3)C2=O)cc1OC,3,5,7,13,2,9,-2,2,-6,-9,-26
C/C(=N\NC(=O)c1cccc2ccccc12)c1cccnc1,-7,3,-5,-14,-8,6,-10,-6,7,7,-5
Cc1cc(Cl)ccc1C(O)c1ncc(-c2cccc(C(F)(F)F)c2)[nH]1 (stereo not drawn),-2,14,/,4,2,/,18,-6,9,-27,0
CCSc1ncc(Cl)c(C(=O)N(Cc2ccc(N(C)C)cc2)C2CCS(=O)(=O)C2)n1 (stereo not drawn),-15,18,2,-2,4,3,8,7,-4,-7,16
O=C(c1ccccc1)c1ccc(CN2C(=O)c3ccccc3C2=O)o1,-19,-33,-2,5,-11,4,23,-5,-19,4,9
Nc1nc(SCC(=O)N2CCCc3ccccc32)[nH]c(=O)c1-c1ccccc1,-10,-12,-5,-13,1,-2,-19,9,4,-22,-15
O=C(Nc1cccc([N+](=O)[O-])c1)c1ccncc1,-3,-36,0,-6,-2,-10,-11,5,11,3,6
CC(C)C(=O)N1CCCC1(C)C(=O)Nc1ccc(-n2cccc2)cc1 (stereo not drawn),0,4,/,11,-12,/,-12,1,6,12,-6
CCOc1cccc(NCc2cc3c(C(C)(C)C)nn(-c4ccccc4)c3[nH]c2=O)c1,-12,-13,2,-13,-8,-17,11,0,4,-15,-3
O=C(Nc1ccc(CN2CCOCC2)cc1)c1ccc(-c2ccc(Br)cc2)o1,1,-8,-15,8,4,-1,32,-4,53*,1,24
CCN1C(=O)N(CC)C2NC(=S)NC21 (stereo not drawn),14,-21,4,-17,-30,0,-18,2,2,13,10
O=C(COc1cccc(Br)c1)N/N=C/c1ccc2c(c1)OCCO2,4,1,-3,-29,3,-10,4,-7,-21,13,-9
CN(C)CCCN(C(=O)c1ccc(S(=O)(=O)N2CCCC2)cc1)c1nc2ccc(Br)cc2s1,17,-6,-21,-1,2,4,-8,2,-7,-24,-22
COc1ccc(C(=O)NCCc2nnc(SCc3nc4ccccc4c(=O)[nH]3)n2C)cc1,8,-13,-6,-3,1,-4,15,?,-27,11,4

# Ordered by value in NOD2 RIPK2 PPI (smallest number first): some entries from above.
canonical_smiles | NCOA1 inh | TLR9-MyD88 block | SRC2 inh | NOD2 RIPK2 PPI | EBV LMP1 NFkB | NR2F2 inh | Vif imaging | LRH-1 inv ag | NCOA3 inh
CCN1C(=O)N(CC)C2NC(=S)NC21 (stereo not drawn) | -21 | 4 | -17 | -30 | 0 | -18 | 2 | 13 | 10
Cc1ccnc(NS(=O)(=O)c2ccc(NS(=O)(=O)c3ccc(Br)cc3)cc2)n1 | 13 | -5 | -2 | -12 | -4 | -5 | 0 | 13 | -8
O=C(c1ccccc1)c1ccc(CN2C(=O)c3ccccc3C2=O)o1 | -33 | -2 | 5 | -11 | 4 | 23 | -5 | 4 | 9
Nc1nc(SCC(=O)N2CCCc3ccccc32)[nH]c(=O)c1-c1ccccc1 | -12 | -5 | -13 | 1 | -2 | -19 | 9 | -22 | -15
CN(C)CCCN(C(=O)c1ccc(S(=O)(=O)N2CCCC2)cc1)c1nc2ccc(Br)cc2s1 | -6 | -21 | -1 | 2 | 4 | -8 | 2 | -24 | -22
O=C(Nc1ccc(CN2CCOCC2)cc1)c1ccc(-c2ccc(Br)cc2)o1 | -8 | -15 | 8 | 4 | -1 | 32 | -4 | 1 | 24

# (continued)
SMILES,C8 TRAIL sens,NCOA1 inh,TLR9-MyD88 block,SRC2 inh,NOD2 RIPK2 PPI,EBV LMP1 NFkB,NR2F2 inh,Vif imaging,TROY signal inh,LRH-1 inv ag,NCOA3 inh
N#CC1=C(S)N=C(N)C(c2nc(-c3ccccc3)cs2)C12CCCC2 (stereo not drawn),-3,-21,4,-17,0,1,9,13,-13,-21,-9
CC(C)(C)NC(=O)Nc1cccc(Cl)c1Cl,-7,7,-2,-22,-2,-1,7,0,-13,8,16
Fc1ccccc1C1CCN(Cc2nc(CC3CC3)no2)C1 (stereo not drawn),0,-70,-1,-41,-2,-30,-19,-3,-8,-70,-68
Cc1cc(C(F)(F)F)nc(SCC(=O)NC2=NC(=O)C(C)S2)n1 (stereo not drawn),3,2,-1,20,4,0,0,-3,-21,-19,11
CCN(CC)CCn1c2ccc(Cl)cc2c2nc(C)sc21,-2,-10,-10,9,-1,-5,-4,16,22,-8,5
CCOc1cc(C(=O)NC)cc(OCC)c1OCC,5,1,-6,9,-20,-6,-20,-7,-11,-2,8
COc1ccc(-c2cc(-c3ccccc3)c(C#N)c(SCC(=O)Nc3ncc(C)s3)n2)cc1,-6,12,-4,14,3,4,8,-6,25,2,1
COc1ccc(-n2c(-c3ccc(Cl)cc3)c[nH]c2=S)cc1,-10,-8,5,1,9,-13,-2,3,-48,11,-5
Cc1cc(/C=N/n2cnnc2)c(C)n1-c1ccc(OCc2ccc(F)cc2)cc1,12,-27,2,-36,-8,23,3,-16,2,-30,-1
COc1ccc2nc(C)cc(SCC(=O)O)c2c1,6&-8,-3&-10,4&5,-8&2,-9&5,2&1,-3&-7,-1&15,6&-1,-10&6,4&13
CCCCCCC(=O)Nc1ccc(C(=O)N2CCCC2)cc1,7,0,7,4,2,9,-11,1,-10,-15,6
CN(Cc1ccc(C(C)(C)C)cc1)C(=O)Cc1ccc(S(=O)(=O)N2CCOCC2)s1,-7,-1,2,-17,5,1,6,3,-15,-14,10
CCn1c(COc2ccc(Cl)cc2)nnc1SCC(=O)Nc1ccc2c(c1)OCO2,36,12,8,-17,7,-2,-3,2,27,1,-34
CC1(C)CC(=O)C2=C(C1)N=C1SCCC(=O)N1C2c1cccc([N+](=O)[O-])c1 (stereo not drawn),-2,-10,-3,7,-14,3,2,2,-1,4,11
Cc1ccc(C2=Nc3ccccc3N(C(=O)c3ccccc3)C(C)C2)cc1 (stereo not drawn),11,-11,7,-18,-4,8,3,2,-18,4,18

# Compound profiles, as listed above.
# COc1ccc(-c2cc(-c3ccccc3)c(C#N)c(SCC(=O)Nc3ncc(C)s3)n2)cc1 in the list: C8 TRAIL sens: -6; NCOA1 inh: 12; TLR9-MyD88 block: -4; SRC2 inh: 14; NOD2 RIPK2 PPI: 3; EBV LMP1 NFkB: 4; NR2F2 inh: 8; Vif imaging: -6; TROY signal inh: 25; LRH-1 inv ag: 2; NCOA3 inh: 1
# Cc1ccc(C2=Nc3ccccc3N(C(=O)c3ccccc3)C(C)C2)cc1 (stereo not drawn) in the list: C8 TRAIL sens: 11; NCOA1 inh: -11; TLR9-MyD88 block: 7; SRC2 inh: -18; NOD2 RIPK2 PPI: -4; EBV LMP1 NFkB: 8; NR2F2 inh: 3; Vif imaging: 2; TROY signal inh: -18; LRH-1 inv ag: 4; NCOA3 inh: 18

# (further entries)
SMILES,C8 TRAIL sens,NCOA1 inh,TLR9-MyD88 block,SRC2 inh,NOD2 RIPK2 PPI,EBV LMP1 NFkB,NR2F2 inh,Vif imaging,TROY signal inh,LRH-1 inv ag,NCOA3 inh
CS(=O)(=O)Nc1ccc(C(=O)NCCSCc2c(F)cccc2Cl)cc1,2,-3,14,-31,-9,12,3,-8,-10,-5,19
CCOC(=O)CN(C(=O)CSc1nnc(-c2ccncc2)n1CCCN(C)C)c1ccccc1,-1,-1,-10,-11,7,-14,-10,-4,-11,6,15
O=C(Cn1nc(-c2ccc(F)cc2)ccc1=O)Nc1ccc(C(=O)NC2CC2)cc1,-8,-4,9,12,-15,-1,-1,2,10,13,5
COc1cccc(N/C=C/C(=O)c2ccc(Cl)cc2)c1,53*,-109,7,-35,8,-76,-60,-8,-6,-172,-89
Cn1nnc(C(O)CNCc2cccs2)n1 (stereo not drawn),1,-10,-1,-4,7,-8,9,-14,-45,1,5
CCn1c(CNC(=O)c2cccc(C)c2)nnc1SCC(=O)NC1CCCC1,4,12,-5,-6,-16,4,-1,-5,-7,13,15
COc1ccc(CCNc2oc(COc3ccccc3Cl)nc2C#N)cc1OC,2,4,-11,-12,-4,11,-1,-26,52*,12,-20
Cc1nsc2c1ccc1ccccc12,-2,-2,12,-10,8,0,-13,-1,-10,-25,5
N#Cc1ccc(NC(=O)c2cc(=O)c3ccccc3o2)cc1,-1,9,-11,-13,-16,5,6,6,-3,-18,22
COc1ccccc1NC(=O)N(C)C[C@@H]1OCc2cnnn2CCCC(=O)N([C@@H](C)CO)C[C@@H]1C,-18,0,-10,-58,1,4,-21,1,6,3,-29
CCCCN1C[C@H](C)[C@@H](CC(=O)NCc2ccccc2)C1=O,-4,-14,-8,-11,-2,-2,-2,4,-15,-6,-7
CCCOc1cccc(-c2cc(C(=O)NNC(=S)NCC)c3ccccc3n2)c1,39,-44,-2,-18,-3,-13,-9,-8,-5,-43,-6
COC(=O)c1ccc(NCN2C(=O)C3C4CCC(C4)C3C2=O)cc1 (stereo not drawn),-1,-25,-3,-6,-7,-9,-12,-24,-1,5,0
Cc1ccc(CN(C(=O)c2ccco2)C(C(=O)NC2CCCC2)c2ccc(N3CCOCC3)cc2)cc1 (stereo not drawn),-1,-17,6,-9,-2,7,10,-6,-27,7,-5
COc1cccc(C(=O)Nc2ccc3[nH]ncc3c2)c1,44,-86,-1,-55,-6,-21,-24,-1,-20,-102,-93
COc1ccccc1NC(=O)c1c([N+](=O)[O-])cnn1C,4,-12,-11,-20,-5,2,-17,0,-18,6,-9
Cc1onc(-c2ccccc2Cl)c1C(=O)N1CCC(Cc2ccccc2)CC1,13,11,-3,37,7,19,24,-12,1,14,26
